CCT chaperon mod = High-Throughput Screening for Modulators of Cytosolic Chaperonin Activity; hit rate 0.3% among 360,000; activity change, % (test concentration not listed), hits read low; purified chaperonin ATPase assay, HTRF ADP detection, 30 min; in the data active = activity change below about -30%; also: % is scaled to controls: 0 for no effect and ±100 for the full control effect
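TRiC at 40 or 20 nM final (batch-dependent) in 30 mM Tris pH 7.4, 100 mM KCl, 5 mM MgCl2, 1 mM DTT, with compound at single 76 uM and 10 uM ATP, 30 min at 37 deg C. ADP detected by HTRF Transcreener, 665/615 ratio.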
Nrf2 ARE act = qHTS of Nrf2 Activators; AREc32 ARE-luciferase reporter (MCF7-derived line), luminescence, 24 h; Potency, µM (top dose mostly 46.1 µM), for inactives: at the top dose activation, actives largely listed as activators; hit rate 0.31% among 410,000; AID 624171, 2012; also: potency is read from the fitted curve at half-maximal effect; % of control where 0% means no effect; nearly all actives have a fitted effect of over 65% in size
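AREc32_Fluc, 1000 cells/well, OPTI-MEM + 5% FBS, o/n 37 deg C 5% CO2; 23 nL cpd by pin tool, 24 hr; Steady-Glo 30 min RT, luminescence.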
TGFb inhibitor = qHTS for Inhibitors of TGF-b; Potency, µM (doses to about 46.1 µM), inactives show top-dose activity, negative = inhibition, usual class: inhibitors; AID 588855, 2011; hit rate 1.2% among 410,000; HepG2 CAGA-GFP TGF-b/SMAD3 reporter, GFP fluorescence, 18 h; TGF-beta stimulated, 500 pg/mL final; also: potency is read from the fitted curve at half-maximal effect; % is scaled to controls: 0 for no effect and ±100 for the full control effect; nearly all actives have a fitted effect of over 65% in size
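First, reporter cells (HEPG2 CAGA-GFP) rested 2 h at 37 degrees C. Next, compounds were pinned in and TGF-beta added to 500 pg/mL final. After 18 h, GFP was imaged per cell and summed per well.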
HepG2 tox = qHTS for Inhibitors of TGF-b: Cytotox Counterscreen. HepG2 CAGA-GFP viability, ATP luminescence, 18 h. Potency, µM (doses to about 46.1 µM), for the others: top-dose activity change, negative = cytotoxicity, usual class: cytotoxic. hit rate 0.76% among 410,000; also: potency is read from the fitted curve at half-maximal effect; some results filed as inactive show a strong effect at the top dose
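CellTiter-Glo luminescence gave cytotoxicity after 18 hours at 37 degrees C. The cells were HepG2 CAGA-GFP in 1% FBS DMEM, stimulated with 500 pg/mL TGF-beta after compound addition. %Activity was normalised to no-cell wells (complete cell-killing) and DMSO (no toxicity), and curves were fitted and classified.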
pAkt inh = HTS Assay for Inhibitors of Akt Phophorylation: Primary Screen; activity change, % for hits at 50 µM; hit rate 0.32% among 360,000; AID 651550, 2012; Neuro2A IGF-stimulated pAkt S473 HTRF, 20 min; stronger effect = lower value; in the data active = activity change below about -80%; inconclusive = mostly about -51% to -80%; also: % is scaled to controls: 0 for no effect and ±100 for the full control effect
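Single-point screen (50 µM final compound) in Neuro2A cells stimulated 20 min with 6 nM IGF at 37 deg C. After lysis, Ser473-phosphorylated Akt read by HTRF (ex 330 nm, em 615/665 nm) as the 665/615 ratio.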
A549 viability = Nrf2 qHTS screen for inhibitors: counterscreen for cytotoxicity; A549 ARE-Fluc cells, CellTiter-Fluor viability, 18-24 h; hit rate 0.16% among 390,000; Potency, µM (doses to about 46 µM), for the others: at the highest dose activity change, negative = cytotoxicity, usual class: inhibitors; AID 504648, 2011; also: potency is read from the fitted curve at half-maximal effect; % is scaled to controls: 0 for no effect and ±100 for the full control effect
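A549 ARE_Fluc cells in 5% FBS OPTI-MEM were exposed to compounds in concentration-response for 18-24 h at 37 deg C. Viability was read by CellTiter-Fluor fluorescence (Ex 405/Em 525) after 30 min, before the luciferase read.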
MmCpn inh = Inhibitors of TCP-1 ring complex (TRiC) of Methanococcus maripaludis (MmCpn): qHTS. Potency, µM (titrated, usually from 76.9 µM), inactives show at the highest dose activity, negative = inhibition, hits mostly inhibitors. Chaperonin Mm-Cpn (Methanococcus maripaludis). AID 504842, 2011. hit rate 0.031% among 330,000. purified Mm-Cpn ATPase, ADP Transcreener TR-FRET; also: potency is read from the fitted curve at half-maximal effect; % is scaled to controls: 0 for no effect and ±100 for the full control effect; nearly all actives have a fitted effect of over 80% in size
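ATPase read-out: TR-FRET ADP immunoassay (anti-ADP Eu cryptate vs ADP-d2), ex 320 nm, em 590/665 nm; signal drops as ADP forms. Enzyme 25 nM, ATP 10 uM, 30 min at 37°C after 10 min compound preincubation.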
Nrf2 block = Nrf2 qHTS screen for inhibitors. A549 ARE-Fluc reporter, luciferase luminescence, 18-24 h. Potency, µM (doses to about 46 µM), for inactives: at the top dose activity change, negative = inhibition, actives largely listed as inhibitors. hit rate 2.1% among 360,000. AID 504444, 2011; also: potency is read from the fitted curve at half-maximal effect; % is scaled to controls: 0 for no effect and ±100 for the full control effect; nearly all actives have a fitted effect of over 60% in size
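Nrf2 activity is the BugLite luminescence, read 15 min after reagent at room temperature, following CellTiter-Fluor cytotoxicity readout (30 min, 37C). Compound titrations were applied for 18-24 h to 5000 A549 ARE_Fluc cells/well in 5% FBS OPTI-MEM.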
Abeta yeast res = qHTS for compounds that reverse cellular toxicity of Amyloid beta (A-beta) peptide in yeast: Primary Screen. Potency, µM (doses to about 46.1 µM), for the others: top-dose growth rescue, most hits filed as activators. hit rate 0.063% among 410,000. AID 1347071, 2019. yeast expressing A-beta42, growth rescue, OD600, 48 h; response scale: 0% DMSO, 100% iron-clioquinol control; also: potency is read from the fitted curve at half-maximal effect; nearly all actives have a fitted effect of over 55% in size
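Yeast A-beta toxicity model in growth medium with pinned compounds, 48 h at 30 C; growth read as absorbance at 600 nm. Normalized to FeCl3/clioquinol equimolar mix (positive) and DMSO (negative).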
Starred values were filed as active, the others as inactive; i = inactive; ? = inconclusive; nt = no result given; & = joins results of further samples; [ ] = another dose, or the depositor's remark. Unless noted, calls follow the shape of the dose curve; as a rule, active = well fitted curve in the direction sought with a large enough effect; inconclusive = small, poorly fitted or top-dose-only effect, or another doubt; inactive = no such curve, though single readings can be large; an effect the other way counts as inactive or inconclusive.

item	SMILES	CCT chaperon mod	Nrf2 ARE act	TGFb inhibitor	HepG2 tox	pAkt inh
1	CCOC(=O)N1CCc2c(sc3c2c(=O)n(Cc2ccccc2)c(=O)n3Cc2ccc(C)cc2)C1	-1.0	0.1%&0.0%	-1%&-2%	-7%&0%	i
2	O=C1CCCN1CCCNc1ncnc2c1[nH]c1ccc(Cl)cc12	-5.9	5.6%	-18%	-6%	i
3	CCOC(=O)CCc1c(C)nc2cc(-c3ccc(F)cc3)[nH]n2c1=O	-0.5	-0.2%	1%	-29%	i
4	Cc1c(Cl)cccc1NC(=O)Cn1c(=O)cc(C)c2c(C)nn(-c3cccc(F)c3)c21	nt	0.0%	-3%	8%	nt
5	COc1ccccc1CNC(=O)Cc1ccc(Br)cc1	-2.3	-0.2%[9.22 µM]	-15%	-19%	i
6	CC(=O)n1c(Cl)c(NC(=O)CCl)c2ccccc21	-3.5	?	?	-45%	nt
7	COc1ccc(-c2nc3n(n2)C(c2ccccc2F)C(C(=O)Nc2cccnc2)=C(C)N3)cc1OC (stereo not drawn)	nt	0.5%	?	-21%	nt
8	CC1CCCN(CC(O)COCc2ccc3c(c2)OCO3)C1 (stereo not drawn)	-1.0	0.6%	2%	0%	i
9	COc1ccccc1CNC(=O)CSc1nc(=O)[nH]c2c1CCC2	nt	0.1%	1%	-2%	nt
10	COc1cccc(C(C(=O)NC(C)(C)C)N(C(=O)CCC(=O)Nc2cc(C)on2)c2ccc3c(c2)OCCO3)c1OC (stereo not drawn)	-0.3	-0.3%	-1%	4%	i
11	O=C(C1CC1)N1CCN(c2nc3ccc(F)cc3s2)CC1	nt	-0.4%	-17%	-14%	nt
12	O=C(O)c1[nH]c2ccccc2c1-c1ccccc1	-1.0	-1.3%	0%	-1%	i
13	CC(C)(C)OC(=O)NS(=O)(=O)NCc1ccco1	nt	nt	-26%	7%	nt
14	COc1ccccc1NS(=O)(=O)c1ccc(N2CCOCC2)c(N)c1	-1.2	0.1%	?	-2%	i
15	CC(=O)c1cccc(NC(=O)CCc2c(C)nc3c(-c4ccc(F)cc4)c(C)nn3c2C)c1	nt	-0.5%	-2%	-3%	nt

item	A549 viability	MmCpn inh	Nrf2 block	Abeta yeast res
1	0%&1%	?	?	-13%&12%
2	-2%	-1%	9%	2%
3	4%	-1%	nt	0%
4	2%	nt	?	2%
5	11%	-1%	5%	-11%
6	-11%	-2%	?	-13%
7	-3%	nt	-12%	-5%
8	8%	?	3%	28%
9	-4%	nt	nt	5%
10	0%	2%	5%	-8%
11	-1%	nt	nt	-20%
12	-1%	2%	4%	9%
13	-1%	nt	1%	nt
14	-5%	-7%	0%	-2%
15	2%	nt	-6%	-13%

Rewritten screen by screen: part of the list above.
[4] Cc1c(Cl)cccc1NC(=O)Cn1c(=O)cc(C)c2c(C)nn(-c3cccc(F)c3)c21
[5] COc1ccccc1CNC(=O)Cc1ccc(Br)cc1
[6] CC(=O)n1c(Cl)c(NC(=O)CCl)c2ccccc21
compound no.	4	5	6
CCT chaperon mod	nt	-2.3	-3.5
Nrf2 ARE act	0.0%	-0.2%[9.22 µM]	?
TGFb inhibitor	-3%	-15%	?
HepG2 tox	8%	-19%	-45%
pAkt inh	nt	i	nt
A549 viability	2%	11%	-11%
MmCpn inh	nt	-1%	-2%
Nrf2 block	?	5%	?
Abeta yeast res	2%	-11%	-13%

Part of the list above in order of length of the SMILES, smallest number first:
item	SMILES	CCT chaperon mod	Nrf2 ARE act	TGFb inhibitor	HepG2 tox	pAkt inh
12	O=C(O)c1[nH]c2ccccc2c1-c1ccccc1	-1.0	-1.3%	0%	-1%	i
2	O=C1CCCN1CCCNc1ncnc2c1[nH]c1ccc(Cl)cc12	-5.9	5.6%	-18%	-6%	i
1	CCOC(=O)N1CCc2c(sc3c2c(=O)n(Cc2ccccc2)c(=O)n3Cc2ccc(C)cc2)C1	-1.0	0.1%&0.0%	-1%&-2%	-7%&0%	i

item	A549 viability	MmCpn inh	Nrf2 block	Abeta yeast res
12	-1%	2%	4%	9%
2	-2%	-1%	9%	2%
1	0%&1%	?	?	-13%&12%

Later entries:
item	SMILES	CCT chaperon mod	Nrf2 ARE act	TGFb inhibitor	HepG2 tox	pAkt inh
16	Cc1cc(S(=O)(=O)/N=C(\N)c2ccc(C(N)=O)cc2)cc(C)c1F	-0.5	0.5%	8%	-20%	i
17	COc1ccc(C2C(C(=O)NCc3ccccn3)CCC(=O)N2c2cc(OC)c(OC)c(OC)c2)cc1 (stereo not drawn)	1.8	0.3%	-1%	-29%	i
18	c1ccc(CCNCC2COc3ccccc3O2)cc1 (stereo not drawn)	1.4	1.4%	1%	-6%	i
19	CCC(Cc1ccccc1)NC(=O)CCn1cccc1 (stereo not drawn)	-1.9	-0.8%	-4%	-4%	i
20	CCCS(=O)(=O)NC(=O)C1(C)CCCN(C(=O)c2ccccc2C(F)(F)F)C1 (stereo not drawn)	-0.1	-0.5%	4%	8%	i
21	O=C(Oc1ccc2c(c1)OCO2)c1cccs1	1.3	0.7%	3%	-5%	i
22	Cc1ccc(OCC(=O)NC2CCS(=O)(=O)C2)cc1 (stereo not drawn)	-6.0	-0.8%	3%	1%	i
23	Cc1cc2nc(-c3cccc(Cl)c3)c(Cc3cccc(Cl)c3)n2c(C)c1Br	3.0	?	nt	nt	i
24	O=C(Cn1cnnn1)NCCc1ccc(Cl)cc1Cl	-1.4	-1.1%	-13%	-1%	i
25	CCc1nc2ccc(C(=O)NCCOc3ccc(OC)cc3)cn2c1N(C)C(=O)C1CCCCC1	1.2	-0.4%[9.22 µM]	0%	-3%	i
26	N#C/C(=C\c1ccc(OCc2ccc(C(=O)O)cc2)cc1)C(=O)NCc1ccccc1	1.3	8.9%	-25%	-51%	i
27	Cc1ccc(C)c(S(=O)(=O)N2CCN(C(=O)c3cccnc3)CC2)c1	-0.2	-0.6%	-14%	-2%	i
28	CCCCn1c(N)c(N(C(=O)CSc2nnnn2-c2ccccc2)C2CCCC2)c(=O)[nH]c1=O	-8.2	-0.1%	0%	-5%	i
29	CC(CCCC(C)(C)O)NC(=O)c1ccc2oc(CCc3ccccc3)nc2c1 (stereo not drawn)	-0.5	3.6%	?	-12%	i
30	CC1CN(CCc2ccccc2)c2nc3c(c(=O)n(CC(N)=O)c(=O)n3C)n2C1 (stereo not drawn)	-0.1	0.3%	-16%	-2%	i

item	A549 viability	MmCpn inh	Nrf2 block	Abeta yeast res
16	-6%	2%	-11%	-7%
17	-9%	0%	-12%	6%
18	2%	-2%	18%	6%
19	16%	0%	19%	2%
20	nt	nt	nt	8%
21	1%	2%	11%	-19%
22	-4%	-11%	-22%	16%
23	nt	nt	nt	-5%
24	-2%	0%	-11%	0%
25	nt	nt	nt	28%
26	0%	-1%	10%	9%
27	0%	-3%	5%	1%
28	5%	0%	6%	-1%
29	-2%	-2%	?	-8%
30	4%	-6%	0%	-14%

The listing continues:
item	SMILES	CCT chaperon mod	Nrf2 ARE act	TGFb inhibitor	HepG2 tox	pAkt inh
31	CN(CC(=O)N1CCN(c2ccccc2)CC1)C1CCCc2ccccc21 (stereo not drawn)	-0.6	-0.1%	-1%	-6%	i
32	Cc1ccc(OCC(=O)NNC(=O)c2ccc(-n3cncn3)c([N+](=O)[O-])c2)cc1	0.4	-0.2%	0%	0%	i
33	Cc1cc(C)c(CSc2nnc(C)n3c2cc2occc23)c(C)c1	nt	3.2%	?	-101%	nt
34	CCNC(=O)C1CC(=O)N(CCCc2ccccc2)C(=Nc2ccccc2)S1 (stereo not drawn)	2.0	-0.7%	-15%	11%	i
35	COc1ccc(C(=NN)c2ccc(OC)cc2)cc1	-0.2	3.3%	-14%	1%	i
36	C/C(=N\S(=O)(=O)c1ccc(C)cc1)NC(=S)Nc1ccc(C)cc1	0.2	2.5%	-27%	-23%	i
37	COc1ccc(N2CC(NC(=O)c3ccc4c(c3)OCO4)CC2=O)cc1 (stereo not drawn)	nt	3.8%	2%	-12%	nt
38	CCOP1(=O)OCC2OC(n3cnc4c(N)ncnc43)C(O)C2O1 (stereo not drawn)	0.1	1.3%	-1%	44%	i
39	O=C(NN1C(=O)C2C(C1=O)C1C=CC2C12CC2)c1ccc(Cl)cc1 (stereo not drawn)	0.2	0.2%	-5%	2%	i
40	CC(C)Sc1ncc(S(=O)(=O)c2ccccc2)c(=O)[nH]1	-1.2	0.2%	-6%	0%	i
41	CC(=O)Nc1ccc(-c2nc3cc(Cl)ccc3o2)cc1	1.1	0.2%[9.22 µM]	11µM*	-38%	i

item	A549 viability	MmCpn inh	Nrf2 block	Abeta yeast res
31	-1%	-12%	5%	13%
32	-5%	1%	-2%	16%
33	-1%	nt	-27%	-28%
34	-1%	-2%	7%	8%
35	-8%	nt	?	8%
36	1%	0%	18%	-6%
37	-6%	nt	nt	-9%
38	1%	2%	1%	-1%
39	5%	-1%	5%	-12%
40	4%	2%	-1%	-5%
41	8%	-1%	?	-11%

From PubChem
